Screening results as filed in PubChem BioAssay.
Yeast superoxide = reduction of superoxide in aged yeast, primary screen, HTS; S. cerevisiae aged cells, superoxide DHE fluorescence; hits give low values; superoxide response (% of plate mean), % at 10 µM; hit rate 0.18% among 330,000;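 active = superoxide response under a set limit, about three screen SD below normal, cut at about 65% in these data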;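 note: yeast aged for seven days with compound at 30 °C before DHE staining; 100% = average MFI of all compound-treated wells on the plate with controls excluded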
MEP2 TOR yeast = modulators of MEP2-GFP levels in yeast, primary screen, S. cerevisiae, multiplex flow cytometry, MLPCN library. GFP response vs DMSO, % at 10 µM. AID 2016, 2009. hit rate 0.51% among 330,000. S. cerevisiae MEP2-GFP strain, 3 h; 100% = DMSO control level;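 active = GFP response versus DMSO above a set limit, roughly screen mean plus 3 SD, cut at about 180% in these data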;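 note: median GFP fluorescence of the barcode-gated MEP2-GFP cells per well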
AHR activator = AHR activators, primary screen, cell-based, luminescence, luciferase reporter, human; Aryl hydrocarbon receptor (Homo sapiens), P35869; AHR-responsive luciferase reporter cells; activation, % at 5 µM; hit rate 2.5% among 320,000; in the data active = activation above about 47%;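 note: 0% = vehicle wells and 100% = reference agonist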
RPL19A-GFP yeast = RPL19A-GFP expression modulators in yeast, primary screen, cell-based, S. cerevisiae, multiplex flow cytometry, MLPCN. S. cerevisiae RPL19A-GFP strain, 3 h; hits give low values. percent response vs DMSO, % at 10 µM. hit rate 0.3% among 330,000. AID 2025, 2009;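 active = percent response vs DMSO below 50%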;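 note: median channel GFP fluorescence of the barcoded RPL19A-GFP strain; ratio of sample median GFP to plate DMSO average so 100% = DMSO; lower means less RPL19A-GFP as with rapamycin TOR inhibition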
GASC-1 inh = inhibitors of GASC-1 histone demethylase, primary screen, biochemical, fluorescence, DELFIA europium; Lysine-specific demethylase 4C (Homo sapiens), Q9H3R0; hit rate 0.069% among 330,000; AID 2099, 2009; inhibition, % at 2.35 µM; GST-JMJD2C(1-420) H3K9me3 demethylation;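 active = more than half of a compound's replicate wells show inhibition beyond 50%, single wells judged on their own value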;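 note: signal counts dimethyl H3K9 product captured on neutravidin plate; 0% = median of DMSO wells and 100% = 0.3 times that DMSO median; strong numbers were not always called active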
Target sequence (Q9H3R0 1-420 limits assumed): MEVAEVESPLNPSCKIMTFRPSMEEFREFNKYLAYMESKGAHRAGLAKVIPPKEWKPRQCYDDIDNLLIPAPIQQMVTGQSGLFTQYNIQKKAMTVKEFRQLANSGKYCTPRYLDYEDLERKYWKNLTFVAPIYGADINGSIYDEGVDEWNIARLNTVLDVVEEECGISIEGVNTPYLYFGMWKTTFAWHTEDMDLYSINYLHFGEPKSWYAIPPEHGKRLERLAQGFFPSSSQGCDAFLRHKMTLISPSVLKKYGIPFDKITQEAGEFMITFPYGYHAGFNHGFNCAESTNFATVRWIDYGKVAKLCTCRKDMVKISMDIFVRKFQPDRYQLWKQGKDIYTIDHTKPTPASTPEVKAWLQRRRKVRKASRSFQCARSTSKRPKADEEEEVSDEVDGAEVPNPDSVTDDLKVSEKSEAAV
procasp7 counter = procaspase-7 activators, primary screen, counter-screen for procaspase-3 activator project, biochemical, absorbance, HTS, human; recombinant procaspase-7, Ac-DEVD-pNA absorbance 405 nm; D23A/D198A/D206A triple mutant, cannot self-cleave; scale: DMSO 0, 5 µM enzyme 100; activation, % at 8.5 µM; hit rate 0.093% among 330,000; AID 463210, 2010;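 active = percent activation above the screen-wide mean plus 3 SD, cut at about 25% in these data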
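System: Uncleavable procaspase-7 mutant enzyme; Amount: 2 µM procaspase-7 mutant as dispensed; Schedule: 1 h compound preincubation, 2 h substrate cleavage, 25 °C; Measured by: 405 nm absorbance of p-nitroaniline; Evaluation: percent activation from buffer-corrected 0–120 min absorbance change; Control set: low DMSO alone, high DMSO plus 5 µM PC-7.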
proCasp3 act = activators of human procaspase-3 D3A mutant, primary screen, biochemical, absorbance, PC-3 D3A mutant, single concentration; recombinant procaspase-3 D3A, Ac-DEVD-pNA absorbance 405 nm; Caspase-3 (Homo sapiens), P42574; activation, % at 8.5 µM; hit rate 0.11% among 330,000; AID 463141, 2010;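 active = activation above the mean of all tested compounds plus 3 SD, cut at about 21% in these data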;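 note: 0% = DMSO alone and 100% = DMSO wells spiked with extra 5 µM PC-3 D3A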
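Compound: 8.5 µM single point, 0.8% DMSO / Material: Autoprocessing-dead procaspase-3 D3A mutant enzyme / Timing: 1 h preincubation plus 2 h reaction at 25 °C / Medium: Zinc-free HEPES/NaCl buffer with 0.01% Triton X-100 at pH 7.4 / Technique: 405 nm absorbance of p-nitroaniline, reads at 0 and 120 min / Repeats: one well per compound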
LAP4 TOR yeast = modulators of LAP4-GFP expression in yeast, primary screen, S. cerevisiae, multiplex flow cytometry, MLPCN library; 3 h; median GFP as percent of DMSO wells; GFP response vs DMSO, % at 10 µM; hit rate 0.34% among 320,000;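 active = GFP response vs DMSO above a set limit, about the screen mean plus 3 SD, cut at about 150% in these data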
An asterisk follows results filed as active; [ ] = dose if it differs, or a comment.

SMILES	Yeast superoxide	MEP2 TOR yeast	AHR activator	RPL19A-GFP yeast	GASC-1 inh	procasp7 counter	proCasp3 act	LAP4 TOR yeast
CSc1ncccc1C(=O)NCCc1ccccc1F	88	108	-2	101	2	8	-5	101
COc1cc(O)oc1C=Nc1ccc(Cl)cc1	105	106	-1	102	4	7	-1	106
Cc1cccc(C)c1NC(=O)C1(N(Cc2ccco2)C(=O)CC2NC(=O)NC2=O)CCCC1 (stereo unspecified)	100	99	-1	97	-4	-4	-11	97
CC(=O)c1c(N2CCN(c3ccc(F)cc3)CC2)nc(=S)n(Cc2ccccc2)c1C	99	96	-3	101	-3	-2	7	89
CCCC(=O)NC(c1ccc(C)cc1)c1ccc2cccnc2c1O (stereo unspecified)	80	95	-2	96	-2	2	1	87
N#C/C(=C\c1ccc2c(c1)OCCO2)C(=O)Nc1ccc(C(=O)O)cc1	104	89	1	101	6	-10	0	93
COc1ccccc1[C@@H]1C(c2cccc(C)c2)=NN(c2ccccc2)[C@H]1C(=O)N1CCOC1=O	108	95	2	100	-10	18	24*	105
CC(C)Sc1nc2sc3c(c2c2nnc(SCC(=O)NCc4ccco4)n12)CCCC3	99	93	3	92	8	-8	-6	96
CC(OC(=O)Cc1ccsc1)C(=O)Nc1ccc(Cl)cn1 (stereo unspecified)	102	89	-2	92	6	7	1	100
C=CCn1c(SCC(=O)Nc2ncc(Cc3ccc(Br)cc3)s2)nnc1-c1ccncc1	106	101	0	101	-2	-4	5	95

Copied from the listing, 7 compounds:
SMILES	Yeast superoxide	MEP2 TOR yeast	AHR activator	RPL19A-GFP yeast	GASC-1 inh	procasp7 counter	proCasp3 act	LAP4 TOR yeast
CSc1ncccc1C(=O)NCCc1ccccc1F	88	108	-2	101	2	8	-5	101
COc1cc(O)oc1C=Nc1ccc(Cl)cc1	105	106	-1	102	4	7	-1	106
Cc1cccc(C)c1NC(=O)C1(N(Cc2ccco2)C(=O)CC2NC(=O)NC2=O)CCCC1 (stereo unspecified)	100	99	-1	97	-4	-4	-11	97
CC(=O)c1c(N2CCN(c3ccc(F)cc3)CC2)nc(=S)n(Cc2ccccc2)c1C	99	96	-3	101	-3	-2	7	89
CCCC(=O)NC(c1ccc(C)cc1)c1ccc2cccnc2c1O (stereo unspecified)	80	95	-2	96	-2	2	1	87
N#C/C(=C\c1ccc2c(c1)OCCO2)C(=O)Nc1ccc(C(=O)O)cc1	104	89	1	101	6	-10	0	93
COc1ccccc1[C@@H]1C(c2cccc(C)c2)=NN(c2ccccc2)[C@H]1C(=O)N1CCOC1=O	108	95	2	100	-10	18	24*	105

(next part)
SMILES	Yeast superoxide	MEP2 TOR yeast	AHR activator	RPL19A-GFP yeast	GASC-1 inh	procasp7 counter	proCasp3 act	LAP4 TOR yeast
CCOC(=O)c1c(C2CC2)csc1NC(C)=O	86	106	1	97	-5	-12	4	100
CC(=O)c1cn(CC(=O)Nc2ccccc2Cl)c2ccccc12	117	98	2	99	-18	-2	-4	80
COc1cc(NC(=O)CN2CCCCC2C)c(C)cc1[N+](=O)[O-] (stereo unspecified)	92	112	-1	109	5	3	-3	96
COc1ccccc1/C=N/NC(=O)COCC(=O)N/N=C/c1ccccc1OC	107	103	20	93	-17	-11	-2	96
CCc1ccc(NC(=O)COC(=O)C2(c3ccc(Cl)cc3)CCCC2)cc1	82	121[may fluoresce violet]	6	95[may fluoresce violet]	-5	-1	11	89[may fluoresce violet]
Cc1cccc(OCC(=O)Nc2ccc(N3CCN(C(=O)c4ccccc4)CC3)cc2)c1	105	109	-1	102	10	7	14	100
CCc1cc(=O)[nH]c(SCc2cccnc2)n1	103	109	1	99	-15	-9	14	106
COC(=O)c1c(N2C(=O)CC(Sc3ccccc3C(=O)O)C2=O)sc(C)c1C (stereo unspecified)	90	106	6	98	-5	-25	-26	117
CCN(CC(O)Cn1c2ccccc2c2ccccc21)S(=O)(=O)c1ccc(F)cc1 (stereo unspecified)	107	152	27	104	2	-8	2	153*
Cc1c(NS(C)(=O)=O)c(=O)n(-c2ccccc2)n1C	95	96	0	100	9	0	0	89
COc1ccc(C)cc1NC(=O)C1CC1c1ccccc1 (stereo unspecified)	96	106	2	100	-6	7	-4	108
CC(CN1C(C)CCCC1C)OC(=O)c1cccc(Br)c1 (stereo unspecified)	100	101	-1	96	3	4	7	97
COc1ccccc1NS(=O)(=O)c1cccc(C(=O)N/N=C/c2ccc(OCC(=O)O)cc2)c1	105	94	3	91	10	6	-2	90
Cc1ccc(C(=O)Oc2ccc(Br)cc2C(=S)N2CCOCC2)cc1	97	97	2	101	-18	-3	0	93
CC(=O)c1c(COC(=O)c2ccc(C)cc2)nc2ccccc2[n+]1[O-]	87	98	-2	100	0	10	-5	113
Nc1cc(S(=O)(=O)N2CCCCC2)ccc1Oc1ccccc1	107	94	-2	95	15	11	6	110
COC(=O)c1ccc(NC(=O)CN(C2CCCCC2)S(C)(=O)=O)cc1	101	102	3	99	20	4	-9	99
Cc1cccnc1NC(=S)NC(=O)c1cccs1	86	104	16	100	-5	-5	-1	111
CCNC(=O)C(=O)Nc1ccc([N+](=O)[O-])cc1	90	131	-2	106	4	5	-1	114

Rows were taken by chance; 3.8% or so of the library scored in one or more.
